Source: PubChem BioAssay
MKP-1 inh: MKP-1 phosphatase inhibitors, primary screen, biochemical, in vitro; Dual specificity protein phosphatase 1 (Homo sapiens), P28562; recombinant MKP-1, OMFP hydrolysis fluorescence; inhibition, %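 (compounds tested at a single concentration somewhere between 10 and 100 µM)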; hit rate 0.15% among 65,000;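 active = inhibition above about 50%, limit read from the data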;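 also: 0% = DMSO max control wells and 100% = wells with enzyme stopped by NaOH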
RORA act: activators of orphan receptor RORA, primary screen, cell-based, luminescence | Nuclear receptor ROR-alpha (Homo sapiens), P35398 | CHO-K1 Gal4-RORA LBD luciferase reporter; percent increase over mock-subtracted basal signal | activation, % at 10 µM | hit rate 1.5% among 65,000;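 active = activation above the mean of all tested compounds plus 3 SD, cut at about 49% in these data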;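 also: 0% = DMSO-treated RORA cells and 100% = added signal equal to DMSO minus mock-transfected cells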
Target sequence (P35398 whole entry, looked up, the tested form may be a part): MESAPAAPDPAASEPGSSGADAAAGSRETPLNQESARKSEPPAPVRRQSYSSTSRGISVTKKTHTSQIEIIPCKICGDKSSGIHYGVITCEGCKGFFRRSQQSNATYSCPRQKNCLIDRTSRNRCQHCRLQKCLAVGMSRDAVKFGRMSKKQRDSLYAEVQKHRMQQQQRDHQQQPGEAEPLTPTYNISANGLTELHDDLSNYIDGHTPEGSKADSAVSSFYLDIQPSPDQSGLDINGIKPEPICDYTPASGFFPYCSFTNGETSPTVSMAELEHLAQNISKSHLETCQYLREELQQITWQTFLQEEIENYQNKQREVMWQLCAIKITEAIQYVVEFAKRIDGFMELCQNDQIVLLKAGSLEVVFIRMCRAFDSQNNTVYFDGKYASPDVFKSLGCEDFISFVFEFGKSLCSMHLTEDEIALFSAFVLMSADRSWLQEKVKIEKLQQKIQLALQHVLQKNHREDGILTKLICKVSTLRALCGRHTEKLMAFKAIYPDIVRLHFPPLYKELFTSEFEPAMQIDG
Her2 expr inh: inhibitors of Her2 protein expression, primary screen, SKBR-3 cells, AlphaScreen, 66K library; AID 645, 2007; SKBR-3 HER2 protein level, 18-24 h; active compounds read low; HER2 level % of control, % at 10 µM; hit rate 0.69% among 65,000;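 active = HER2 level under 5% of the carrier-only control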;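 also: 100% = DMSO carrier and 0% = 500 nM PU-H71 HSP90 inhibitor; lower value means stronger loss of Her2 protein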
SF1 activator: activators of human SF-1, primary screen, cell-based, CHO-K1, Gal4-SF-1 LBD, luciferase luminescence; activation, % at 10 µM; CHO-K1 Gal4-SF-1 LBD luciferase reporter; % increase over DMSO SF-1-specific signal; hit rate 1.9% among 65,000; Steroidogenic factor 1 (Homo sapiens), Q13285;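 active = activation above the mean activation of all tested compounds plus 3 SD, cut at about 50% in these data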
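Material: Gal4–SF-1 LBD one-hybrid luciferase reporter in CHO-K1 cells | Amount: 4,000 cells per well | Compound dosing: 10 µM single point, 1% DMSO | Schedule: 20 h compound treatment, 37 °C | Measured by: SteadyLite luciferase luminescence | Evaluation: Percent activation versus DMSO | Control set: DMSO-treated SF-1-transfected cells as negative, DMSO-treated mock-transfected cells lacking SF-1 as background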
TNAP act DEA: human TNAP enzyme activators, primary screen, biochemical, luminescent, intermediate phosphate acceptor level. 64,000 tested, under 10 active. AID 813, 2007. activation factor at 20 µM. purified TNAP, CDP-star luminescence, 100 mM DEA, 30 min; active compounds read high; scale: 0 levamisole-inhibited, 1 vehicle-only enzyme. Alkaline phosphatase, tissue-nonspecific isozyme (Homo sapiens), P05186;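 active = activation factor of at least 2 at 20 µM, relative to controls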
FXIIa inh mix: human factor XIIa inhibitors, primary screen, biochemical, pooled compound mixtures, fluorogenic substrate; purified FXIIa; hit rate 0.2% among 62,000; AID 684, 2007; Coagulation factor XII (Homo sapiens), P00748; inhibition, % at 5 µM; in the data active = inhibition above about 20%, passing the limit was not always enough;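 also: 0% = enzyme without compound and 100% = no enzyme blank; some results filed as inactive read as strong as hits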
Cdc25B inh: inhibitors of Cdc25B phosphatase catalytic domain, primary screen, biochemical, OMFP fluorescence; M-phase inducer phosphatase 2 (Homo sapiens), P30305; recombinant Cdc25B, OMFP fluorescence Ex485/Em525; inhibition, %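 (compounds tested at 10 µM final in the well)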; hit rate 0.1% among 65,000; AID 368, 2006; in the data active = inhibition above about 50%
Hsp90 inh: tumor Hsp90 inhibitors, primary screen, cell lysate, fluorescence polarization, NCI-N417 lysate; Heat shock protein HSP 90-alpha (Homo sapiens), P07900; Cy3B-geldanamycin FP displacement; inhibition, % at 30 µM; hit rate 0.35% among 64,000; AID 429, 2006;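 active = inhibition above 50%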;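 also: 0% = tracer plus lysate wells and 100% = tracer alone without lysate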
D1 mod: D1 CRE-luciferase signal change, two-sided – cell-based, HEK293 D1, dopamine EC30, D1 allosteric modulator project, primary screen | dopamine EC30 potentiation; actives deviate in either direction | B-score at 10 µM | hit rate 5.9% among 58,000;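 active = luminescence count or its row- and column-corrected plate score outside the 99.7% band of the plate's sample wells, on either side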
Target sequence (P21728 whole entry, looked up): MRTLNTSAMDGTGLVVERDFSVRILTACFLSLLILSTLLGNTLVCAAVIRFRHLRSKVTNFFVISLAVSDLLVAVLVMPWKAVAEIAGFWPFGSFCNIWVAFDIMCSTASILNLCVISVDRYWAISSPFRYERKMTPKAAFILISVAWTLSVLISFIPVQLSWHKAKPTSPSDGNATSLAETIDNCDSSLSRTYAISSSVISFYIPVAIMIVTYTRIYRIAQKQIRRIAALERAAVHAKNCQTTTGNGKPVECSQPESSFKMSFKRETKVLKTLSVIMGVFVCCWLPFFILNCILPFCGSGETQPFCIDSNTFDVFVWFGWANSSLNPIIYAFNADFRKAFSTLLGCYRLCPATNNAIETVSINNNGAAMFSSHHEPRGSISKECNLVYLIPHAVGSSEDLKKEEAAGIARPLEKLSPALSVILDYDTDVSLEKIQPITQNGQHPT
* hit, by the source's call; · = no result given.

SMILES	MKP-1 inh	RORA act	Her2 expr inh	SF1 activator	TNAP act DEA	FXIIa inh mix	Cdc25B inh	Hsp90 inh	D1 mod
CCSc1nc2c(c(=O)n1Cc1ccccc1)SC(C)C2 (configuration not stated)	37	16	97	4	·	·	-3	0	3.4*
COC(=O)c1sc(NC(=O)c2cnccn2)c(C(=O)OC)c1C	10	1	105	2	0.9	3	-7	-2	0.43
CCCC(=O)N1c2ccccc2NC2=C(C(=O)CCC2)C1c1ccc(F)cc1 (configuration not stated)	-4	2	105	2	0.9	25	-14	-2	-0.038
CCN1C(=O)C2(Nc3ccccc3-c3nc4ccccc4n32)c2cc(OC)ccc21 (configuration not stated)	10	-2	70	-10	0.8	3	2	-2	0.6
CCN1CCN(CC(=O)Nc2ccc3c(c2)OCCO3)C(=O)C1=O	-2	-16	107	-11	1	7	-6	3	0.067
O=S(=O)(NCc1ccco1)c1cccc(S(=O)(=O)N2CCCCC2)c1	4	-5	82	-4	1	13	11	-6	-0.049
COc1ccccc1NC(=O)CSCC(N)=O	18	4	91	7	0.9	8	2	0	-0.49
COc1ccccc1NC(=O)N1CCCC(C(=O)Nc2cccc(C)c2C)C1 (configuration not stated)	5	-11	97	-9	0.9	5	-15	-5	0.44
Nc1ncc(Br)cc1S(=O)(=O)NCCC(=O)N1CCN(c2ncccn2)CC1	28	-12	87	0	1	1	1	-5	0.012
c1cnc2c(OCc3nc4ccccc4[nH]3)cccc2c1	-7	82*	78	65*	1.1	5	4	-7	-1.6
COc1cccc(C2NC(C)(C(=O)O)C3C(=O)N(C(C)C)C(=O)C23)c1O (configuration not stated)	-1	-20	80	-6	1	6	1	0	·
COc1ccc(CCNc2nc3c(c(=O)n(C)c(=O)n3C)n2C)cc1OC	-22	14	94	15	1	·	-16	0	2.7
Cc1cc(C(=O)N2CCN(Cc3ccc4c(c3)OCO4)CC2)on1	3	-8	63	2	0.9	7	-13	0	·
COc1ccccc1N1CCN(C/C(C)=C/c2ccccc2)CC1	1	-14	105	-8	1	11	-8	1	-3.6*
CCNCCNC(=O)c1c(O)c2c([nH]c1=O)CCCC2	-26	0	106	-4	0.9	-20	-13	1	0.15
Cc1ccc(OCC(O)CN2C(=O)NC(C)(C)C2=O)cc1C (configuration not stated)	-5	-4	132	2	0.9	9	-9	-1	-0.91
COc1cc(NC(=O)CCc2ccccc2)nc(OC)n1	3	9	75	39	0.9	4	-7	1	-0.29
CCCCNC(=O)CCCCCNS(=O)(=O)c1ccc(OC)cc1	28	-11	67	1	0.9	-1	-5	-4	-0.99
O=C(CCn1c(=S)[nH]c2ccccc2c1=O)NCCCN1CCCC1=O	3	7	108	-2	0.9	2	-6	0	0.34
COc1cccc(CNc2nn[nH]n2)c1OC	-2	-8	16	8	1	8	-5	5	0.11
CC(=O)c1ccc(NC2OC(CO)C(O)C(O)C2O)cc1 (configuration not stated)	-20	15	78	-16	1	3	-7	2	0.15
Cc1ccc(C2CC(=O)NC(SCc3ccccc3)=C2C#N)o1 (configuration not stated)	-1	-8	112	3	0.9	-6	-19	-3	-0.41
CN1CCN(c2nc3c(c(=O)[nH]c(=O)n3C)n2Cc2cccc3ccccc23)CC1	-3	-8	99	4	1	4	-1	-4	-2.3
CCOC(=O)C1CCCN(S(=O)(=O)Cc2ccccc2)C1 (configuration not stated)	4	38	98	9	0.9	20	-8	-6	0.12
CCCCc1c(O)nc(SCC(=O)N2CCCCC2)n(-c2ccccc2C)c1=O	-7	-16	77	6	0.9	-12	2	1	·
Cc1ccc(C)c(NC(=O)CSc2nc3c(c(=O)n2C)SC(C)C3)c1 (configuration not stated)	10	-5	108	-5	0.9	9	-15	-6	0.76
CCCCN1C(=O)c2ccccc2C1C(=O)NC1CCCC1 (configuration not stated)	8	1	112	-13	0.8	12	-8	-2	0.97
CCOC(=O)CSc1nnc2n1C(C)(C)Cc1ccccc1-2	-3	3	124	7	0.9	-13	-1	3	-1.2
Cc1cccc(C(=O)NCc2nnc(SCC(=O)N3CCN(c4ccccc4)CC3)n2C)c1	1	-8	100	6	1	4	-10	-5	0.57
N#Cc1nc(-c2ccccc2F)oc1NC1CCCCC1	9	12	84	23	0.8	11	-8	-1	9.7*
Cc1cccnc1NCc1ccc(O)c2ncccc12	1	-13	63	-11	1.1	-13	-16	3	-0.067
COC(=O)C1=C(CSc2nc3ccccc3o2)NC(=O)NC1c1cc(C)ccc1C (configuration not stated)	18	-13	50	-13	0.9	-1	7	-5	-1.1
O=C(Nc1nccs1)c1cccc(S(=O)(=O)N2CCOCC2)c1	3	-21	·	22	1	3	1	·	0.94
Cc1sc(NC(=O)c2ccc(Cl)s2)c(C(N)=O)c1C	-6	66*	62	101*	0.9	-1	-8	-9	2.7
COc1ccc(-c2nnn(CC(=O)N(CC(=O)NC3CCCC3)c3cccc(C)c3)n2)cc1OC	12	2	82	12	0.9	11	-5	0	0.56
O=C(NCCCN1CCN(CCCNC(=O)c2ccccc2F)CC1)c1ccccc1F	-3	-15	97	-3	0.9	1	1	-4	0.54
CCN(CC)S(=O)(=O)c1ccc(NC(=O)c2c(-c3ccccc3)noc2C)cc1	6	-10	98	-5	1	3	-1	-3	1.1
O=C1CC(c2ccc3c(c2)OCO3)c2cc3c(cc2N1)OCCO3 (configuration not stated)	42	-10	82	-15	1.1	3	-6	3	11*
CCOC(=O)c1cc2c(=O)n3ccccc3nc2n(CCCOC)c1=NC(C)=O	-2	6	77	10	1	6	-14	-6	4.7*
COC(=O)c1c(C(=O)OC)c(C)n(Cc2ccco2)c1C	-5	-1	50	-16	0.9	-8	-8	0	0.15

Entries of single compounds from above.
`Cc1sc(NC(=O)c2ccc(Cl)s2)c(C(N)=O)c1C` in the list: MKP-1 inh = -6; RORA act = 66*; Her2 expr inh = 62; SF1 activator = 101*; TNAP act DEA = 0.9; FXIIa inh mix = -1; Cdc25B inh = -8; Hsp90 inh = -9; D1 mod = 2.7
`Cc1cccnc1NCc1ccc(O)c2ncccc12` in the list: MKP-1 inh = 1; RORA act = -13; Her2 expr inh = 63; SF1 activator = -11; TNAP act DEA = 1.1; FXIIa inh mix = -13; Cdc25B inh = -16; Hsp90 inh = 3; D1 mod = -0.067

(continued)
SMILES	MKP-1 inh	RORA act	Her2 expr inh	SF1 activator	TNAP act DEA	FXIIa inh mix	Cdc25B inh	Hsp90 inh	D1 mod
Cc1nn(C)c(C)c1S(=O)(=O)N(CC(=O)NCc1cccs1)c1ccc(C(C)C)cc1	3	22	98	-12	1	-17	-6	1	-2.6
CCOc1ccc2nc(N3CCC(C(=O)N4CCN(C(=O)c5ccco5)CC4)CC3)sc2c1	17	16	79	18	0.9	-2	-19	-2	-0.48
COc1ccc(Cc2nnc(SCC(=O)NCCc3ccccc3)o2)cc1	-3	-8	69	-6	1	5	-9	-3	0.16
CCOc1ccc(C(=O)N(C)C2CCS(=O)(=O)C2)cc1 (configuration not stated)	-5	-9	67	-2	1	3	-10	-4	1.1
Cc1nn(CC(=O)N2CCOCC2)c(=O)c2ccccc12	6	3	119	9	0.9	·	15	1	·
O=C(NCC1CCCO1)C1c2ccccc2C(=O)N1C1CCCCCC1 (configuration not stated)	0	10	93	2	0.9	0	23	-1	-1.2
CCOc1ccc(-n2cc(C(=O)Nc3cccc(C)n3)c3cc(OC)c(OC)cc3c2=O)cc1	33	-4	97	14	0.9	2	-5	-7	-0.91
CCCSC1=C(C#N)C(c2ccc(OC)cc2)C2=C(CC(C)(C)CC2=O)N1 (configuration not stated)	-26	-19	87	-13	0.9	·	8	5	·
CCOC(=O)CCNC(C)C1COc2ccccc2O1 (configuration not stated)	4	-14	67	8	0.9	5	-2	1	-0.15
COc1ccc(C(=O)Oc2c(C)occc2=O)cc1OC	0	-8	129	1	0.9	-12	-2	-1	·
COc1ccc(S(=O)(=O)Nc2cc(C(C)C)c(O)cc2C)cc1	5	-31	86	-22	0.9	2	-1	-1	-0.44
CCN(CC)C(=O)C1CCCN(Cc2ccc(OC)c(C)c2)C1 (configuration not stated)	-6	-2	78	-28	1	-10	-17	0	·
CCC1CCCCN1CCCNC(=O)C1CCC(=O)N1Cc1ccc(C)cc1 (configuration not stated)	-5	3	89	-14	1	8	2	0	1.4
CCCCS(=O)CC(COCc1ccccc1)OC(=O)CSc1nc(C)cc(C)n1 (configuration not stated)	9	9	111	-7	0.9	3	-11	-5	-0.084
CC(=O)CSc1ncnc2nc[nH]c12	-35	-7	93	-7	1	3	-8	-5	0.31
Cc1cc(NC(=O)c2ccc(COc3ccc(Cl)c(C)c3)o2)no1	5	-10	104	21	0.9	-13	-5	-6	-0.43
CC1(C)CC(N(Cc2cccs2)C(=O)c2ccco2)CCO1 (configuration not stated)	17	-5	84	14	1	4	1	-5	0.35
Cc1ccc(C)c(N(C(=O)Cn2nnc3ccccc32)C(C(=O)NCc2ccco2)c2ccncc2)c1 (configuration not stated)	6	11	80	-8	0.9	3	-19	-6	1.5
O=C(c1ccccc1F)N1CCN(CC2CC3C=CC2C3)CC1 (configuration not stated)	3	-4	82	-5	0.9	5	-1	-2	-1

In the list so far, 14 have four or more nitrogen atoms.
SMILES	MKP-1 inh	RORA act	Her2 expr inh	SF1 activator	TNAP act DEA	FXIIa inh mix	Cdc25B inh	Hsp90 inh	D1 mod
CCN1C(=O)C2(Nc3ccccc3-c3nc4ccccc4n32)c2cc(OC)ccc21 (configuration not stated)	10	-2	70	-10	0.8	3	2	-2	0.6
Nc1ncc(Br)cc1S(=O)(=O)NCCC(=O)N1CCN(c2ncccn2)CC1	28	-12	87	0	1	1	1	-5	0.012
COc1ccc(CCNc2nc3c(c(=O)n(C)c(=O)n3C)n2C)cc1OC	-22	14	94	15	1	·	-16	0	2.7
O=C(CCn1c(=S)[nH]c2ccccc2c1=O)NCCCN1CCCC1=O	3	7	108	-2	0.9	2	-6	0	0.34
COc1cccc(CNc2nn[nH]n2)c1OC	-2	-8	16	8	1	8	-5	5	0.11
CN1CCN(c2nc3c(c(=O)[nH]c(=O)n3C)n2Cc2cccc3ccccc23)CC1	-3	-8	99	4	1	4	-1	-4	-2.3
Cc1cccc(C(=O)NCc2nnc(SCC(=O)N3CCN(c4ccccc4)CC3)n2C)c1	1	-8	100	6	1	4	-10	-5	0.57
COc1ccc(-c2nnn(CC(=O)N(CC(=O)NC3CCCC3)c3cccc(C)c3)n2)cc1OC	12	2	82	12	0.9	11	-5	0	0.56
O=C(NCCCN1CCN(CCCNC(=O)c2ccccc2F)CC1)c1ccccc1F	-3	-15	97	-3	0.9	1	1	-4	0.54
CCOC(=O)c1cc2c(=O)n3ccccc3nc2n(CCCOC)c1=NC(C)=O	-2	6	77	10	1	6	-14	-6	4.7*
Cc1nn(C)c(C)c1S(=O)(=O)N(CC(=O)NCc1cccs1)c1ccc(C(C)C)cc1	3	22	98	-12	1	-17	-6	1	-2.6
CCOc1ccc2nc(N3CCC(C(=O)N4CCN(C(=O)c5ccco5)CC4)CC3)sc2c1	17	16	79	18	0.9	-2	-19	-2	-0.48
CC(=O)CSc1ncnc2nc[nH]c12	-35	-7	93	-7	1	3	-8	-5	0.31
Cc1ccc(C)c(N(C(=O)Cn2nnc3ccccc32)C(C(=O)NCc2ccco2)c2ccncc2)c1 (configuration not stated)	6	11	80	-8	0.9	3	-19	-6	1.5

Not a hit list; about 8.9% have a hit in one of these screens.
